Source: PubChem (several laboratories)
EP2 mod = EP2 receptor modulators, cAMP readout, primary screen, cell-based, HTRF cAMP, PGE2 stimulation | Prostaglandin E2 receptor EP2 subtype (Homo sapiens), P43116 | EP2-expressing cells, cAMP HTRF FRET, PGE2 co-stimulation | induction, % at 25 µM | 260,000 tested, 0.83% active;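 active means compounds whose cAMP rise, as percent of the full-agonist control response, exceeds 60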;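 further: rat C6 glioma line stably carrying human EP2 under a CMV promoter; the protocol text gives 20 µM as final concentration; 100% = response of wells given 1 µM PGE2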
S1P4 agonist = S1P4 receptor agonists, primary screen, cell-based | 220,000 tested, 0.35% active | AID 1509, 2009 | Sphingosine 1-phosphate receptor 4 (Homo sapiens), O95977 | activation, % at 4.98 µM | S1P4-expressing cell line, agonist reporter assay; in the data active means activation above about 11%;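 further: 0% = DMSO vehicle and 100% = reference agonist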
Target sequence (O95977 whole entry, looked up): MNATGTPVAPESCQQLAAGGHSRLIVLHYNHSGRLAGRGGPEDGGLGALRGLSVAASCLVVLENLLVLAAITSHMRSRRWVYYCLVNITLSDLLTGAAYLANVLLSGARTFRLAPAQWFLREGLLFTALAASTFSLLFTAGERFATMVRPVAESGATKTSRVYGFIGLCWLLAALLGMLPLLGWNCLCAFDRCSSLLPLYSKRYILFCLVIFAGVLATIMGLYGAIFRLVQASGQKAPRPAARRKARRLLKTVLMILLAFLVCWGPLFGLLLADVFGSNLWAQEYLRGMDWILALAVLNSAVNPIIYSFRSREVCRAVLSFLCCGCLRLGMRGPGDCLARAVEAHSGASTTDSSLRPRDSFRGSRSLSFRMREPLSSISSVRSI
PGE2 EP2 inh = human EP2 receptor antagonists, primary screen, TR-FRET cAMP, C6 glioma cells. Prostaglandin E2 receptor EP2 subtype (Homo sapiens), P43116. inhibition, % at 25 µM. 260,000 tested, 0.52% active. C6 glioma cells expressing human EP2; cells stimulated with saturating PGE2;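 active means percent inhibition above 40 after rounding to a whole number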;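 further: rat C6 glioma host cells with rolipram phosphodiesterase inhibitor present; the protocol text gives 20 µM as final concentration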
S1P4 antag = S1P4 receptor antagonists, primary screen, cell-based; S1P4-expressing cells, antagonist mode, reporter read-out; inhibition, % at 4.98 µM; 220,000 tested, 0.26% active; AID 1510, 2009; in the data active means inhibition above about 29%;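 further: 0% = wells stimulated with agonist and 100% = vehicle wells without agonist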
NPY-Y1 antag = NPY-Y1 receptor antagonists, primary screen, cell-based; 200,000 tested, 1% active; HEK293-CNG Y1 cells, membrane potential fluorescence; NPY at EC95, then isoproterenol; inhibition, % at 3.6 µM; Neuropeptide Y receptor type 1 (Homo sapiens), P25929;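 active means inhibition above the campaign mean inhibition of all tested compounds plus 3 SD, cut at about 20% in these data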;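 further: 0% = DMSO wells given NPY plus isoproterenol and 100% = isoproterenol alone without NPY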
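Material: Y1- and CNG-channel-expressing HEK293 cells / Probe or stimulus: NPY 25 nM then isoproterenol 1 µM plus Ro 20-1724 25 µM / Doses: 3.6 µM single dose, DMSO 0.4% / Schedule: compound incubation 1 h at room temperature, readout 45 min post-stimulation / Signal: membrane potential fluorescence / Benchmarks: isoproterenol-only wells as full block versus NPY-plus-isoproterenol wells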
NPY-Y1 PAM-ag = NPY-Y1 receptor potentiators or agonists, primary screen, cell-based | AID 1304, 2008 | NPY-Y1 expressing cells, potentiator/agonist activation | activation, % at 3.6 µM | Neuropeptide Y receptor type 1 (Homo sapiens), P25929 | 220,000 tested, 0.37% active; in the data active means activation above about 33%, passing the limit was not always enough;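 further: cells stimulated with NPY at EC10 then isoproterenol at EC100; 0% = low agonist plus stimulus and 100% = saturating agonist plus stimulus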
eIF4E-4G inh = eIF4E–eIF4G protein interaction inhibitors, primary screen, biochemical, uHTS, TR-FRET, eIF4GI fragment. Eukaryotic translation initiation factor 4E (Mus musculus) + Eukaryotic translation …. TR-FRET eIF4E-eIF4GI(517-606) binding, 2 h. inhibition, % at 21.7 µM. 220,000 tested, 0.37% active;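 active means inhibition above about 30%, limit read from the data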;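 further: 0% = full FRET control wells and 100% = background wells lacking eIF4GI fragment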
p97 ATPase inh = inhibitors of human p97 ATPase, primary screen, biochemical. AID 1481, 2009. inhibition, % at 8 µM. 220,000 tested, 0.42% active. recombinant p97 ATPase, Kinase-Glo ATP luminescence, 3 h; in the data active means inhibition above about 15%;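 further: 0% = DMSO vehicle and 100% = wells lacking enzyme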
NPY-Y2 PAM-ag = NPY-Y2 potentiators or agonists, primary screen, cell-based; Neuropeptide Y receptor type 2 (Homo sapiens), P49146; cells expressing NPY-Y2, potentiator/agonist read-out; activation, % at 3.6 µM; 220,000 tested, 0.45% active; AID 1359, 2008; in the data active means activation above about 27%;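 further: cells stimulated with NPY near EC25 plus isoproterenol at EC100; 0% = vehicle plus submaximal agonist and 100% = vehicle plus saturating agonist; some results beyond the cut were filed as inactive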
Target sequence (P49146 whole entry, looked up): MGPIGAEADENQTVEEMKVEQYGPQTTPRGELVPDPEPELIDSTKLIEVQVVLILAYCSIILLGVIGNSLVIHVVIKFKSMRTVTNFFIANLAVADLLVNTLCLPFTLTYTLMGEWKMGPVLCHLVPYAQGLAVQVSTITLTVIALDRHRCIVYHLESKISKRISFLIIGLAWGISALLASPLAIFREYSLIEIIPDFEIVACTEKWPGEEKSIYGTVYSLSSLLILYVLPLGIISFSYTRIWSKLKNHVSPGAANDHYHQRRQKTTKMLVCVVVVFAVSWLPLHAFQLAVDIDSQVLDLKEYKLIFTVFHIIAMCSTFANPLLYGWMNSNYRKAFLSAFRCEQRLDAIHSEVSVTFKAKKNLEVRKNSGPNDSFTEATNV
An asterisk follows results filed as active; . = no result given; & = joins results of further samples; [ ] = remark or other dose. A portion of the library; count on the stated rates, not on these rows.

nr	structure	EP2 mod	S1P4 agonist	PGE2 EP2 inh	S1P4 antag	NPY-Y1 antag
1	CCOC(=O)Cc1csc(NC(=O)CS(=O)(=O)Cc2ccccc2)n1	-9	-0.2	10	0	6
2	COc1cccc(NC(=S)N/N=C2\CC3CCC2(C)C3(C)C)c1 (stereo unspecified)	-69	0.5	7	11	3
3	COc1ccc(-n2nc(C(=O)c3cccs3)cc(-c3nc4ccccc4[nH]3)c2=N)cc1	10	3.4	.	-27	-8
4	CC(C)c1ccc(NC(=O)C2CC(=O)Nc3nc4ccccc4n32)cc1 (stereo unspecified)	28	-0.3	3	-22	.
5	COC(=O)[C@@]1(Cc2ccc(F)cc2)[C@H]2c3cc(C(=O)N(C)C)n(CCc4ccc(OC)c(Br)c4)c3C[C@H]2CN1C(=O)c1ccccc1	32	-0.2	.	-14	0
6	COc1ccc(-c2nn3c(-c4ccco4)nnc3s2)cc1OC	49	-0.6	24	-36	2
7	CC12CCC(C(=O)Nc3ccccc3Cl)(C(Br)C1=O)C2(C)C (stereo unspecified)	31	0.7	11	-7	-1
8	CC(C)N(C(=S)NCc1ccccc1)c1ccccc1	32	-0.5	7	-5	1
9	CN(C)c1ccnc2sc(C(=O)NCc3ccccc3)c(N)c12	-10	0.5	0	5	3
10	CCCc1cc2c(=O)c(-c3ccc4c(c3)OCCO4)c(C)oc2cc1OS(C)(=O)=O	1	-0.7	5	5	7
11	CCC(=O)Nc1cccc(NC(=S)NC(=O)c2ccccc2)c1	-4	1.3	5	-13	-1
12	COc1ccc(F)cc1C(=O)C1CCCN(C(=O)C2=C(C)OCCO2)C1 (stereo unspecified)	0	1.2	11	-4	-4
13	O=C(CNC(=O)c1cccs1)NCC(=O)OCc1ccc(Cl)cc1Cl	-35&0	1.0	13&8	12	2
14	CCOC(=O)C(NC(C)=O)C(=O)O (stereo unspecified)	18	0.1	9	-20	1
15	CCOC(=O)N1CCN(Cc2nc(-c3cccc(C)c3)no2)CC1	10	2.8	3	-8	8

nr	NPY-Y1 PAM-ag	eIF4E-4G inh	p97 ATPase inh	NPY-Y2 PAM-ag
1	-4	5	-7	0
2	4	1	-2	2
3	33	7	7	28
4	22	-4	3	-9
5	4	1	1	-5
6	-19	.	4	-16
7	6	-2	1	10
8	-13	0	1	-11
9	-15	2	2	23
10	2	6	4	-8
11	-7	3	7	8
12	8	-1	3	-18
13	8	-2	6	9
14	5	0[fluorescence artefact?]	-2	11
15	-8	-7	-1	-14

Pulled by compound from the list above, 2 records:
nr	structure	EP2 mod	S1P4 agonist	PGE2 EP2 inh	S1P4 antag	NPY-Y1 antag
11	CCC(=O)Nc1cccc(NC(=S)NC(=O)c2ccccc2)c1	-4	1.3	5	-13	-1
15	CCOC(=O)N1CCN(Cc2nc(-c3cccc(C)c3)no2)CC1	10	2.8	3	-8	8

nr	NPY-Y1 PAM-ag	eIF4E-4G inh	p97 ATPase inh	NPY-Y2 PAM-ag
11	-7	3	7	8
15	-8	-7	-1	-14

More entries
nr	structure	EP2 mod	S1P4 agonist	PGE2 EP2 inh	S1P4 antag	NPY-Y1 antag
16	Cc1cccc(C(=O)NCc2nnc(SCc3ccc(F)cc3)n2C)c1	-65	-0.7	6	8	6
17	O=C(N/N=C\c1ccc(OC(=O)c2cccs2)cc1)c1ccc(Cl)cc1	22	-0.1	8	-4	2
18	[O-][N+]1=c2ccc(Nc3ccccc3)cc2=NC12CCCCC2	-6	1.4	5	16	7
19	Cc1cccc2cc(CN(CC3CCCO3)C(=O)c3ccco3)c(=O)[nH]c12 (stereo unspecified)	6	-0.5	11	-14	-1
20	Cc1cc(Cl)ccc1OCC(=O)N1CCCCC1	-2	1.3	12	-9	-2
21	CN(C)S(=O)(=O)c1ccc(/C(O)=C2/C(=O)C(=O)N(Cc3cccnc3)C2c2cccs2)cc1 (stereo unspecified)	30	0.0	7	7	-2
22	COC(=O)c1c(NC(=O)c2ccco2)sc(C(=O)N(C)C)c1C	21	4.7	11	-4	0
23	COC(=O)CN1C(c2ccccc2O)Nc2ccc(Br)cc2C1c1ccccc1 (stereo unspecified)	28	0.6	10	-12	4
24	CC(=O)c1ccc(NC(=O)Cn2nc(C)cc2C)cc1	25	-2.8	9	-5	2
25	Cc1cc(Nc2ccc(O)cc2)n2c(nc3ccccc32)c1C#N	-21	0.9	8	-18	-3
26	O=C(Cc1coc2cc3c(cc12)CCC3)OCC(=O)N1CCCC1=O	17	-0.5	2	-20	14
27	COc1ccc(CCN(C)c2ccc(S(=O)(=O)N3CCCC3)cn2)cc1OC	-10	0.5	6	-10	-2
28	O=S(=O)(c1ccc(S(=O)(=O)N2CCN(Cc3ccccc3)CC2)cc1)N1CCOCC1	-2	3.4	-2	-37	-9
29	CC1(C)CC(=O)C2=C(C1)OC1=C(C(=O)CC(C)(C)C1)C2c1ccccc1	39	-0.5	12	-17	3
30	N#CCCN(C(=O)COC(=O)COc1ccc(Cl)cc1)c1ccccc1	-9	0.6	5	-2	5

nr	NPY-Y1 PAM-ag	eIF4E-4G inh	p97 ATPase inh	NPY-Y2 PAM-ag
16	-4	1	-1	1
17	18	14	2	4
18	-3	3	0	14
19	3	0	6	8
20	-13	-6	-7	-1
21	-4	2	5	-13
22	1	1	2	3
23	-3	-2	1	11
24	16	-5	3	-13
25	0	-1	2	-9
26	-29	-4	4	-35
27	6	1	2	2
28	-1	4	3	13
29	-11	-4	-9	7
30	-10	-2	-6	-3

Continuation:
nr	structure	EP2 mod	S1P4 agonist	PGE2 EP2 inh	S1P4 antag	NPY-Y1 antag
31	Cc1cccc(-c2cc(C(=O)Nc3sc(C)c(C)c3C(N)=O)c3ccccc3n2)c1	13	-1.0	.	6	3
32	O=S(=O)(c1ccccc1)N1CCN(CC2CC3C=CC2C3)CC1 (stereo unspecified)	-2	-1.4	10	-24	-3
33	CCc1ccc(C2C(C(=O)O)c3ccccc3C(=O)N2C)cc1 (stereo unspecified)	9	-0.8	9	-11	0
34	CN(C)c1ccc(C2OC(=O)C3(CCCC3)C(=O)C2(C)C)cc1 (stereo unspecified)	13	-2.2	8	-1	4
35	CCOc1ccc2nc(NC3=NCN(CC4CCCO4)CN3)nc(C)c2c1 (stereo unspecified)	.	-0.6	.	-8	-2
36	CCC(=O)c1ccc(OCC(=O)N2CCc3cc(OC)c(OC)cc3C2)cc1	-23	0.5	5	6	7
37	Cc1nn(C)c(C(=O)NNC(=S)Nc2ccc(Cl)cc2)c1[N+](=O)[O-]	14	-0.4	9	-2	5
38	O=C1Nc2ccccc2C12NCCc1c2[nH]c2ccccc12 (stereo unspecified)	3	0.5	8	-6	4
39	CCOc1ccc(NC(=O)CC2C(=O)N(c3ccccc3)C(=O)N2CCc2cccs2)cc1 (stereo unspecified)	2	0.1	5	-12	9
40	Clc1ccc(Cn2ncc3c(NCc4ccccc4)ncnc32)c(Cl)c1	-25	-0.4	8	-16	1
41	Cc1oc(-c2ccc3c(c2)OCCO3)cc1C(=O)NCC(=O)O	-6	0.0	7	-1	3
42	CCOC(=O)CNC(=O)CSc1nnc(C)c(=O)[nH]1	14	1.7	6	-7	3
43	O=C(c1ccc(Br)o1)N1CCN(c2ccc3nnc(-c4ccccc4)n3n2)CC1	-21	0.5	11	-4	-2
44	Cc1ccc(C(=O)OCCN(C)Cc2ccccc2)cc1	6	0.8	2	-9	15
45	COn1c(SCc2ccc(Cl)cc2)nc2ccccc2c1=O	36	0.3	5	-8	38*

nr	NPY-Y1 PAM-ag	eIF4E-4G inh	p97 ATPase inh	NPY-Y2 PAM-ag
31	-20	-5	-6	-10
32	10	0	3	3
33	-8	4	0	-14
34	21	3[fluorescence artefact?]	6	9
35	-14	.	7	-7
36	8	-2[fluorescence artefact?]	-7	3
37	-28	-1	3	-7
38	4	-1	3	3
39	6	0	-1	-2
40	1	-7	-5	9
41	-16	1	1	-17
42	12	3	3	3
43	7	2	-8	-4
44	-7	0	1	0
45	-52	0	-2	-16

Five compounds from above, limited to EP2 mod, S1P4 agonist and NPY-Y2 PAM-ag:
| item | Structure | EP2 mod | S1P4 agonist | NPY-Y2 PAM-ag |
| --- | --- | --- | --- | --- |
| 31 | Cc1cccc(-c2cc(C(=O)Nc3sc(C)c(C)c3C(N)=O)c3ccccc3n2)c1 | 13 | -1.0 | -10 |
| 32 | O=S(=O)(c1ccccc1)N1CCN(CC2CC3C=CC2C3)CC1 (stereo unspecified) | -2 | -1.4 | 3 |
| 33 | CCc1ccc(C2C(C(=O)O)c3ccccc3C(=O)N2C)cc1 (stereo unspecified) | 9 | -0.8 | -14 |
| 34 | CN(C)c1ccc(C2OC(=O)C3(CCCC3)C(=O)C2(C)C)cc1 (stereo unspecified) | 13 | -2.2 | 9 |
| 35 | CCOc1ccc2nc(NC3=NCN(CC4CCCO4)CN3)nc(C)c2c1 (stereo unspecified) | . | -0.6 | -7 |

Continued.
nr	structure	EP2 mod	S1P4 agonist	PGE2 EP2 inh	S1P4 antag	NPY-Y1 antag
46	Cc1cc(C)c(Nc2ncnc(N)n2)c(C)c1	11	-0.3	16	-3	.
47	C/C(=N\NC(=O)c1ccc(N(C)C)cc1)c1ccc(C)cc1C	11	1.3	13	-16	7
48	CCCNC(=O)Nc1ccc(C)cc1C	14	-1.8	11	-6	.
49	CCOC(=O)c1ccc(-n2ccnc2)c(NC(=O)c2cccc(Br)c2)c1	-4	0.1	16	-13	5

nr	NPY-Y1 PAM-ag	eIF4E-4G inh	p97 ATPase inh	NPY-Y2 PAM-ag
46	-4	-3	11	-9
47	-13	2	1	-16
48	-20	3	5	-6
49	-10	2	3	-16
